GALK inh = inhibitors of human galactokinase | 270,000 compounds, 0.007% hits | AID 1868 | Purified GALK, Kinase-Glo residual ATP luminescence | Potency, µM (titrated, usually from 57.5 µM), for the others: at the top dose activity change, negative = inhibition, actives largely listed as inhibitors; also: potency is read from the fitted curve at half-maximal effect; % is scaled to controls: 0 for no effect and ±100 for the full control effect
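Human GALK (5 nM) with 35 uM ATP and 100 uM galactose in 20 mM HEPES pH 8.0, 5 mM MgCl2, 60 mM NaCl, 1 mM DTT, 0.01% BSA. After 1 h at room temperature, leftover ATP was read by Kinase-Glo Plus luminescence.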
PTAP TSG101 blk = blocks PTAP/TSG101 interaction to inhibit HIV-1 budding. 340,000 tested, under 10 active. AID 493005. Fluorescence polarization, FITC-PTAP peptide / Tsg101 binding. Q99816. Potency, µM (series often up to 115 µM), for inactives: at the top dose activity change, negative = inhibition, most hits filed as inhibitors; active = well fitted inhibition curve with a large enough effect in the main read-out, with a control signal flat, not every such curve was filed as active; inconclusive = small, poorly fitted or top-dose-only effect, or effect the other way, or a change in a side signal; inactive = no such curve, though single readings can be large or run the other way; also: potency is read from the fitted curve at half-maximal effect; % of control where 0% means no effect
Target sequence (Q99816 whole entry, looked up): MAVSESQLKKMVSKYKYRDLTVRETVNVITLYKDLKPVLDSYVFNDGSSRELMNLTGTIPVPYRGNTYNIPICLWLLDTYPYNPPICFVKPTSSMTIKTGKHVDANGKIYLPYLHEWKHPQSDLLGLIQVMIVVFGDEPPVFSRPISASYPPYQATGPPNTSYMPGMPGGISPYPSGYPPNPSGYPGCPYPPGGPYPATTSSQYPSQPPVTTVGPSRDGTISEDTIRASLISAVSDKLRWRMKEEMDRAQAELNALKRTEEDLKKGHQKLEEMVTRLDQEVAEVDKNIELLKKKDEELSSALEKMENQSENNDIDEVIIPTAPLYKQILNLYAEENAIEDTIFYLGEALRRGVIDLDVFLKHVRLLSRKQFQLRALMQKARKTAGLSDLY
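Compounds were pin-transferred onto Tsg101 binding domain (10 uM final) in HEPES pH 7.5 buffer, then FITC-PTAP peptide was added at 50 nM final. After 20 min at RT, polarization reported peptide displacement across a qHTS concentration series.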
Tb PFK inh = blocks T. brucei phosphofructokinase. O15648. T. brucei PFK, ADP-Glo luminescence. Potency, µM (titrated, usually from 57.5 µM), for the others: at the top dose activity, negative = inhibition, most hits filed as inhibitors. 330,000 compounds, 0.17% hits;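 also: potency is read from the fitted curve at half-maximal effect; 0% = uninhibited 1x PFK enzyme wells and -100% = no-enzyme wells; nearly all actives have a fitted effect of over 60% in size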
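Activity is normalized to no-enzyme wells (full inhibition) and 1.25 nM enzyme wells (no inhibition). Reaction: 0.5 mM F6P, 0.1 mM ATP, 45 min RT, ADP-Glo luminescence; concentration-response curves fitted and classed by quality.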
Menin-MLL TR inh = inhibitors of human menin-MLL interaction, mutant MLL peptide. O00255. Menin + Texas Red MLL mutant peptide, fluorescence polarization. Potency, µM (doses to about 61.6 µM), for the others: at the highest dose FP activity change, negative = inhibition, hits mostly inhibitors. 270,000 compounds, 0.23% hits; active = well fitted inhibition curve with a large enough effect in the polarisation, with a control signal flat, not every such curve was filed as active; inconclusive = small, poorly fitted or top-dose-only effect, or effect the other way, or a change in a side signal; inactive = no such curve, though single readings can be large or run the other way; the % refers to the polarisation; also: potency is read from the fitted curve at half-maximal effect; % of control where 0% means no effect; many of its hits are not listed in these tables
ASM inhibitor = blocks human secretory acid sphingomyelinase; Potency, µM (doses to about 57.5 µM), inactives show at the highest dose activity change, negative = inhibition, usual class: inhibitors; 340,000 compounds, 0.006% hits; P17405; placental ASM, HMU-PC fluorogenic substrate, 60 min; also: potency is read from the fitted curve at half-maximal effect
Target sequence (P17405 47-631 limits assumed): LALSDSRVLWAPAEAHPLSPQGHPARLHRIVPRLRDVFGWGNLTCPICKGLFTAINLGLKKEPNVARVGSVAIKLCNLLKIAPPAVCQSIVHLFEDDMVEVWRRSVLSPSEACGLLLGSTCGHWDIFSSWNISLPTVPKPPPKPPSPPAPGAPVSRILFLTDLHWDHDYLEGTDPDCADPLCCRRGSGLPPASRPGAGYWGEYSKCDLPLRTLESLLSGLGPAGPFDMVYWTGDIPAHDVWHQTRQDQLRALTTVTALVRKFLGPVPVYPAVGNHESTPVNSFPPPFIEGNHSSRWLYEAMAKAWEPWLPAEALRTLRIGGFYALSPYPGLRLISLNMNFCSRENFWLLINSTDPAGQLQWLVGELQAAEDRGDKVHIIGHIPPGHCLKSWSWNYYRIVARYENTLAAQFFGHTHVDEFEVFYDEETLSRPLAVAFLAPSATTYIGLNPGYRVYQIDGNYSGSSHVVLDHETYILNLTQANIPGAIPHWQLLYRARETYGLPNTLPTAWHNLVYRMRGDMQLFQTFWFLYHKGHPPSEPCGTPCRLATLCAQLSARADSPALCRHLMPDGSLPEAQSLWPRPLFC
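Fluorescence read-out (Ex 386 nm, Em 447 nm) after stopping the reaction at pH 10. Enzyme: ASM from human placenta; substrate HMU-PC0, 9 uM final; 60 min, 37 °C. Compound preincubation 10 min, ambient temperature.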
Chronic BCR inh = blocks chronic active B-cell receptor signaling | ABC-DLBCL IkBa-CBG/CBR reporter, luminescence ratio, 4 h | Potency, µM (top dose mostly 46.1 µM), for the others: at the top dose ratio change, negative = lower green/red ratio, actives largely listed as inhibitors | 340,000 compounds, 0.05% hits; active = well fitted inhibition curve with a large enough effect in the signal ratio, with a control signal flat, not every such curve was filed as active; inconclusive = small, poorly fitted or top-dose-only effect, or effect the other way, or a change in a side signal; the % refers to the signal ratio;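 also: potency is read from the fitted curve at half-maximal effect; plate controls were basal doxycycline-induced cells for no effect and cells given 10 µM MG132 for full effect; MG132 reads +100%, hits lower the ratio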
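TMD8 ABC-DLBCL cells carrying doxycycline-inducible green luciferase fused to IkappaBalpha plus unfused red luciferase were exposed to compounds (up to 46 uM) for 4 hrs at 37C. Activity came from the overlap-corrected green/red luminescence ratio.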
Integrin act MD = integrin-mediated muscular dystrophy alleviation activation; alpha7betagal myoblasts, beta-gal FDG fluorescence, 48 h; Potency, µM (highest dose often 38.3 µM), without a hit: top-dose activation, hits mostly activators; 350,000 compounds, 0.064% hits;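 also: potency is read from the fitted curve at half-maximal effect; 100% = response of the positive control SU9516; nearly all actives have a fitted effect of over 60% in size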
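Alpha7betagal+/- myoblasts (passage 13) were plated 16-24 hr, then exposed to compounds (1:260 dilution of DMSO stock) for 48 hours at 37C. After MPER lysis, β-galactosidase reporter activity was read as FDG fluorescence (ex 480/em 540) after 30 minutes.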
PKM2 activator = activators of human pyruvate kinase M2; purified PKM2, Kinase-Glo ATP luminescence, activation; response scale: 0% is enzyme alone, no compound; Potency, µM (titrated, usually from 57.5 µM), without a hit: top-dose activation, actives largely listed as activators; 260,000 compounds, 0.34% hits; also: potency is read from the fitted curve at half-maximal effect; % is scaled to controls: 0 for no effect and ±100 for the full control effect; nearly all actives have a fitted effect of over 55% in size
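Kinase-Glo luminescence reports ATP generated from ADP (0.1 mM) and PEP (0.5 mM) by purified hPK-M2 after 1 h at room temperature, pH 7.2 imidazole buffer; intermediate enzyme activity allows detecting inhibitors and activators.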
Giardia killer = Giardia lamblia killing; 340,000 compounds, 0.15% hits; activity change, % at 7.66 µM, hits read low; Giardia lamblia trophozoite viability; AID 540267; in the data active = activity change below about -80%; inconclusive = between about -30% and that limit;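 also: parasites exposed to compound for two days anaerobically before the ATP read; % is scaled to controls: 0 for no effect and ±100 for the full control effect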
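Killing of trophozoites was scored by loss of ATP luminescence after a 48 hrs anaerobic exposure to compounds at 37 deg C, using 100 cells per well.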
FBPA coupling cs = inhibits coupling enzyme system, counter-screen for aldolase hits; coupling enzyme system counterscreen, AmpLite Red fluorescence; AID 2472; 290,000 compounds, 0.67% hits; activity change, negative = inhibition, % at 58.2 µM, hits read low; in the data active = activity change below about -30%; also: % is scaled to controls: 0 for no effect and ±100 for the full control effect
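Final compound at 57.5 uM, incubated 10 min at RT with coupling enzyme reagent (glyceraldehyde-3-phosphate), then 20 min with substrate and AmpLite Red detection. Fluorescence read at 525/598 nm; tests interference with the coupling assay, not aldolase inhibition.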
B2AR arrestin = recruits beta-arrestin to the human beta2-adrenergic receptor; P07550; beta-arrestin recruitment to beta2AR, cell-based reporter; Potency, µM (doses to about 46.1 µM), inactives show at the highest dose activation, hits mostly activators; 330,000 compounds, 0.02% hits; AID 492947;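 also: potency is read from the fitted curve at half-maximal effect; 0% = DMSO controls and full agonism = EC100 isoproterenol or metaproterenol; nearly all actives have a fitted effect of over 65% in size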
* hit, by the source's call; [ ] = remark or other dose. Unless noted, calls follow the shape of the dose curve; as a rule, active = well fitted curve in the direction sought with a large enough effect; inconclusive = small, poorly fitted or top-dose-only effect, or another doubt; inactive = no such curve, though single readings can be large; an effect the other way counts as inactive or inconclusive.

Screening O=C(O)CSc1cccc[n+]1[O-] returned GALK inh 11%, PTAP TSG101 blk 0%, Menin-MLL TR inh 4%, ASM inhibitor -1%, Integrin act MD -1%, PKM2 activator 6%, Giardia killer 9 and FBPA coupling cs 5.
For CCC1COCCS(=O)(=O)N1Cc1ccc(F)cc1 (stereo not given) the results were PTAP TSG101 blk -1%, Tb PFK inh -6%, Menin-MLL TR inh 4%, ASM inhibitor 0%, Chronic BCR inh -4%, Integrin act MD 10%, PKM2 activator 6%, Giardia killer -23, FBPA coupling cs 1 and B2AR arrestin 0.5%.
Screening COc1ccc(C(C)NC(=S)NCc2ccc(F)cc2)cc1OC (stereo not given) returned GALK inh -3%, PTAP TSG101 blk -1%, Tb PFK inh 0%, ASM inhibitor 0%, Chronic BCR inh -10%, Integrin act MD -12%, PKM2 activator -5%, Giardia killer -9 and B2AR arrestin -0.1%.
Screening CN(C)c1oc(-c2ccccc2[N+](=O)[O-])nc1C#N returned GALK inh 7%, PTAP TSG101 blk -9%, Tb PFK inh -1%, ASM inhibitor 8%, Chronic BCR inh -12%, Integrin act MD -12%, PKM2 activator 21%, Giardia killer -21, FBPA coupling cs -30* and B2AR arrestin 0.0%.
For Clc1ccc(-c2nnc3sc(-c4ccco4)nn23)c(Cl)c1 the results were GALK inh -1%, Tb PFK inh -2%, Menin-MLL TR inh -14%, Chronic BCR inh 8%, PKM2 activator 2%, FBPA coupling cs 4 and B2AR arrestin -0.1%.
Screening Cc1ccc(NC(=O)CCN2CC(C)OC(C)C2)cc1C (stereo not given) returned GALK inh 3%, PTAP TSG101 blk 2%, Tb PFK inh -2%, Menin-MLL TR inh 2%, ASM inhibitor 1%, Chronic BCR inh 0%, Integrin act MD 0%, PKM2 activator 2%, Giardia killer -20, FBPA coupling cs -5 and B2AR arrestin 0.0%.
`CC(NC(=O)CNC(=O)c1ccc2c(c1)OCO2)c1ccc(S(N)(=O)=O)cc1` (stereo not given) gave PTAP TSG101 blk -4%, Tb PFK inh -1%, ASM inhibitor 6%, Chronic BCR inh 1%, Integrin act MD 8%, Giardia killer 14 and B2AR arrestin -0.1%.
COc1ccc(-n2cc(CNC3CCOCC3)c(-c3cccc(F)c3)n2)cc1 was read as GALK inh 0%, PTAP TSG101 blk 1%, Tb PFK inh -2%, Menin-MLL TR inh -18%, ASM inhibitor -1%, Chronic BCR inh -13%, Integrin act MD -60%, PKM2 activator -3%, Giardia killer -1, FBPA coupling cs -1 and B2AR arrestin -0.7%.
`CN(CC(=O)NCc1ccccc1Cl)CC(=O)Nc1ccccc1Br` gave PTAP TSG101 blk 4%, Tb PFK inh -7%, ASM inhibitor 1%, Chronic BCR inh -6%, Integrin act MD 0%, Giardia killer 0 and B2AR arrestin -0.1%.
`O=C(O)C1=C[C@@H](c2ccc3c(c2)OCO3)C[C@@H](OCCCCO)O1` gave GALK inh 5%, PTAP TSG101 blk 1%, Tb PFK inh 12%, Menin-MLL TR inh -7%, ASM inhibitor 14%, Chronic BCR inh inconclusive, Integrin act MD 43%, PKM2 activator 1%, Giardia killer 2, FBPA coupling cs -16 and B2AR arrestin 0.0%.
Cn1cc(Br)c(C(=O)Nc2sc3c(c2C#N)CCC3)n1 was read as GALK inh -11%, PTAP TSG101 blk -2%, Tb PFK inh 0%, ASM inhibitor -1%, Chronic BCR inh inconclusive, Integrin act MD 20%, PKM2 activator -1%, Giardia killer -16, FBPA coupling cs 1 and B2AR arrestin 0.3%.
`Cc1nnc(SCC(=O)N2CC(=O)Nc3ccccc32)s1` gave GALK inh 1%, PTAP TSG101 blk 0%, Tb PFK inh -1%, Menin-MLL TR inh -4%, ASM inhibitor 2%, Chronic BCR inh -2%, Integrin act MD 12%, PKM2 activator 6%, Giardia killer -6, FBPA coupling cs 3 and B2AR arrestin 0.2%.
`Cc1c2c(c(C)n1C)C(C(=O)NC1CCCCC1)N(Cc1ccccc1)C2=O` (stereo not given) gave GALK inh 2%, PTAP TSG101 blk 1%, Tb PFK inh 1%, Menin-MLL TR inh 0%, ASM inhibitor -2%, Chronic BCR inh -17%, Integrin act MD 8%, PKM2 activator -2%, Giardia killer -6, FBPA coupling cs 1 and B2AR arrestin 0.0%.
For COc1ccc(C(=O)/C=C/Nc2ccc(S(=O)(=O)Nc3nc(C)cc(C)n3)cc2)c(OC)c1 the results were GALK inh 5%, PTAP TSG101 blk 1%, Tb PFK inh -11%, Chronic BCR inh inconclusive, Integrin act MD -12%, PKM2 activator -8%, Giardia killer 2, FBPA coupling cs 2 and B2AR arrestin -0.5%.
For O=C(N1CCOCC1)C12CC3CC(C1)CC(c1ccccc1)(C3)C2 the results were GALK inh -1%, PTAP TSG101 blk -10%, Tb PFK inh 3%, Menin-MLL TR inh -2%, ASM inhibitor -1%, Chronic BCR inh -1%, Integrin act MD -16%, PKM2 activator -1%, Giardia killer -11, FBPA coupling cs 4 and B2AR arrestin -0.6%.
`Cc1ccc2nc(CSc3nc(C)cc(C)c3C#N)[nH]c2c1` gave PTAP TSG101 blk -3%, Tb PFK inh 3%, Menin-MLL TR inh inconclusive, ASM inhibitor 204%[activator], Chronic BCR inh inconclusive, Integrin act MD 13%, PKM2 activator -4%, Giardia killer 13, FBPA coupling cs -2 and B2AR arrestin 0.0%.
For O=C(N/N=C/c1ccccc1)c1c(O)c2ccccc2[nH]c1=O the results were GALK inh 0%, PTAP TSG101 blk -1%, Tb PFK inh 0%, Menin-MLL TR inh inconclusive, ASM inhibitor 1%, Chronic BCR inh inconclusive, Integrin act MD 20%, PKM2 activator 22%, Giardia killer -14, FBPA coupling cs 0 and B2AR arrestin -0.6%.
`CCS(=O)(=O)n1nc(-c2ccco2)nc1SC` gave GALK inh 1%, PTAP TSG101 blk -5%, Menin-MLL TR inh -22%, ASM inhibitor 0%, Integrin act MD 1%, PKM2 activator -2%, Giardia killer 6 and FBPA coupling cs -76*.
For O=C(NCC1CCCO1)C1c2ccccc2C(=O)N1C1CCCCCCC1 (stereo not given) the results were GALK inh 1%, PTAP TSG101 blk -5%, Tb PFK inh -4%, Menin-MLL TR inh -10%, ASM inhibitor 6%, Chronic BCR inh 0%, Integrin act MD -1%, PKM2 activator -1%, Giardia killer -3, FBPA coupling cs 4 and B2AR arrestin -0.1%.
O=C(N/N=C/c1ccco1)c1cc(-c2ccc(Br)s2)[nH]n1 was read as PTAP TSG101 blk -2%, Tb PFK inh -3%, ASM inhibitor -10%, Chronic BCR inh 13%, Integrin act MD 32%, PKM2 activator -4%, Giardia killer -20, FBPA coupling cs 3 and B2AR arrestin 0.3%.
C/C(=N\NC(=O)c1cccc(S(=O)(=O)N2CCOCC2)c1)c1cc2ccccc2o1 was read as GALK inh 2%, PTAP TSG101 blk 0%, Tb PFK inh -1%, ASM inhibitor -1%, Chronic BCR inh -6%, Integrin act MD -30%, PKM2 activator 0%, Giardia killer -27, FBPA coupling cs 2 and B2AR arrestin -0.2%.
For Cc1[nH]nc(Nc2ccc(Br)cc2)c1[N+](=O)[O-] the results were GALK inh 2%, PTAP TSG101 blk -1%, Tb PFK inh 1%, ASM inhibitor -9%, Chronic BCR inh inconclusive, Integrin act MD 0%, PKM2 activator -1%, Giardia killer 7, FBPA coupling cs -1 and B2AR arrestin 0.0%.
For CCC(Nc1ccc(OC)cc1)C(=O)N/N=C/c1ccc([N+](=O)[O-])cc1 (stereo not given) the results were PTAP TSG101 blk 0%, Tb PFK inh 0%, Menin-MLL TR inh -8%, ASM inhibitor 1%, Chronic BCR inh -20%, Integrin act MD -21%, PKM2 activator 7%, Giardia killer 8, FBPA coupling cs 4 and B2AR arrestin -0.2%.
Screening CC(Oc1ccc(Cl)cc1)c1ccnn1S(C)(=O)=O (stereo not given) returned GALK inh -2%, PTAP TSG101 blk -2%, Tb PFK inh -6%, Menin-MLL TR inh 12%, ASM inhibitor 7%, Chronic BCR inh 25%, Integrin act MD 6%, PKM2 activator -11%, Giardia killer -4, FBPA coupling cs -5 and B2AR arrestin 0.0%.

Screening data from PubChem.

This is a subset, so the mix of outcomes need not match the whole.
